Bioassay records: PubChem, National Center for Advancing Translational Sciences (NCATS)
ALDH1A1 block: ALDH1A1 (human) enzyme inhibition; 7.3% of 220,000 active; P00352; Purified ALDH1A1, NADH fluorescence, propionaldehyde substrate; AID 1030; Potency, µM (series often up to 75.3 µM), for inactives: at the highest dose activity, negative = inhibition, most hits filed as inhibitors; active means well fitted inhibition curve with a large enough effect, not every such curve was filed as active; inconclusive means small, poorly fitted or top-dose-only effect, or another doubt; inactive means no such curve, though single readings can be large or run the other way;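 further: plate controls were no enzyme wells and a reference inhibitor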
Target sequence (P00352 whole entry, looked up): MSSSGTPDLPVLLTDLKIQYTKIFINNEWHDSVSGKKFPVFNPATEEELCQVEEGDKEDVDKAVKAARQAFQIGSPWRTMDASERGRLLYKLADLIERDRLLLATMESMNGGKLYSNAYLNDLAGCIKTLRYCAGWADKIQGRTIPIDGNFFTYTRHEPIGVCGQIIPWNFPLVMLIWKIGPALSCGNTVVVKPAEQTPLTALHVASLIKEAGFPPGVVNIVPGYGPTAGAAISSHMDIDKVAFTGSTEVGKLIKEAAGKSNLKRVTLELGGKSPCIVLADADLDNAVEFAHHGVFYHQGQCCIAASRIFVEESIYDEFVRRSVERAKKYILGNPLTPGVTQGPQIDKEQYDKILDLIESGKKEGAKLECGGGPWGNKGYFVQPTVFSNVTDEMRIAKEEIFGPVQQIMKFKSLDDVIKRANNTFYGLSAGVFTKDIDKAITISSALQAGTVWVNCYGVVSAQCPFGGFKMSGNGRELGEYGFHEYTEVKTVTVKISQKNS
GAA glycogen mod: alters human alpha-glucosidase cleavage of glycogen; P10253; recombinant GAA, glycogen substrate, Amplex Red glucose oxidase fluorescence; Potency, µM (doses to about 76.4 µM), without a hit: at the highest dose activity change, negative = inhibition, hits mostly inhibitors; 0.38% of 300,000 active; AID 2100;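 further: 0% = full enzyme reaction and -100% = no-enzyme basal signal; the screen sought inhibitors and activators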
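Recombinant human alpha-glucosidase (4 nM final) hydrolysed bovine liver glycogen (30 ug) for 40 min at 37 C in pH 5.0 citrate/phosphate with 0.01% Tween-20. Released glucose detected by glucose oxidase/Amplex Red, Ex 573/Em 610 nm. Compounds up to 77 uM; AC50 from Hill fits.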
aGal spleen mod: alpha-galactosidase A (human) modulation. 0.008% of 240,000 active. P06280. Potency, µM (series often up to 80 µM), for inactives: at the top dose activity change, negative = inhibition, most hits filed as inhibitors. human spleen homogenate, 4MU-alpha-Gal fluorescence, 40 min. AID 2107;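 further: 0% = enzyme with vehicle and -100% = no enzyme basal signal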
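Fluorogenic readout (Ex 365/Em 440 nm) of 4-methylumbelliferone released from 1 mM 4-MU-alpha-galactoside by spleen homogenate, 40 min at 37C, pH 5.0. Data normalized to no-enzyme and enzyme controls; Hill-equation AC50 from compound titrations.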
GAA spleen mod: inhibits or activates alpha-glucosidase in human spleen homogenate; 0.006% of 240,000 active; AID 2112; Potency, µM (doses to about 79.9 µM), inactives show at the highest dose activity change, negative = inhibition, usual class: inhibitors; human spleen homogenate, 4-MU-alpha-glucoside fluorescence; P10253;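 further: 0% = enzyme with vehicle and -100% = no enzyme basal signal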
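Compounds were titrated against alpha-glucosidase in spleen homogenate at pH 5.0, with 1 mM 4-methylumbelliferyl substrate for 40 min at 37 C. Reactions were quenched with pH 10 NaOH/glycine and fluorescence measured.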
Epigenetic reg: regulators of epigenetic silencing causing reporter derepression in mouse cells; murine LDR cells, GFP reporter derepression, 30 h; Potency, µM (series often up to 53.9 µM), inactives show at the top dose GFP activation, usual class: activators; 0.2% of 280,000 active; further: % of control where 0% means no effect; nearly all actives have a fitted effect of over 60% in size
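Derepression of a silenced CMV-GFP reporter in murine LDR cells is scored by enumerating GFP-positive cells with a laser-scanning microplate cytometer after 30 hours of treatment at 37 C.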
Tau fluor cs: counter-screen for tau fibril formation inhibitors | AID 1463 | Potency, µM (highest dose often 57.7 µM), for the others: at the top dose activity change, negative = decrease | tau K18 P301L Alexa594 fluorescence, heparin fibrillization | 0.93% of 280,000 active; further: on the % scale 0 is the no-effect control and ±100 the full control effect; nearly all actives have a fitted effect of over 55% in size
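Human tau K18 P301L (15 uM unlabeled, 0.24 uM Alexa 594-labeled) in 100 mM sodium acetate pH 7 with 20 uM heparin, 6 hr at 37 C. ThT 30 uM added, 1 hr ambient; Alexa 594 FP and total fluorescence read at 555/632 nm.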
GAA inh: alpha-glucosidase (human) inhibition. purified human GAA, 4-MU-alpha-glucoside fluorescence. Potency, µM (highest dose often 76.9 µM), for the others: at the top dose activity change, negative = inhibition, most hits filed as inhibitors. 0.005% of 200,000 active;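 further: plate controls were uninhibited enzyme wells for no effect and no-enzyme background for full effect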
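Human alpha-glucosidase, 4 nM, pre-mixed with test compounds before 400 uM 4-methylumbelliferyl substrate; 20 min room temperature at pH 5.0. Fluorescence read after pH 10 stop; AC50 values from Hill-equation fits.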
NPSR antagonist: blocks cAMP signaling of the human neuropeptide S receptor. AID 1461. 1% of 220,000 active. Q6W5P4. Potency, µM (highest dose often 38.3 µM), for inactives: at the highest dose activity change, negative = inhibition, usual class: inhibitors. CHO-NPSR cells, cAMP TR-FRET, antagonist mode; further: on the % scale 0 is the no-effect control and ±100 the full control effect; nearly all actives have a fitted effect of over 50% in size; many of its hits are not listed in these tables
Target sequence (Q6W5P4 whole entry, looked up): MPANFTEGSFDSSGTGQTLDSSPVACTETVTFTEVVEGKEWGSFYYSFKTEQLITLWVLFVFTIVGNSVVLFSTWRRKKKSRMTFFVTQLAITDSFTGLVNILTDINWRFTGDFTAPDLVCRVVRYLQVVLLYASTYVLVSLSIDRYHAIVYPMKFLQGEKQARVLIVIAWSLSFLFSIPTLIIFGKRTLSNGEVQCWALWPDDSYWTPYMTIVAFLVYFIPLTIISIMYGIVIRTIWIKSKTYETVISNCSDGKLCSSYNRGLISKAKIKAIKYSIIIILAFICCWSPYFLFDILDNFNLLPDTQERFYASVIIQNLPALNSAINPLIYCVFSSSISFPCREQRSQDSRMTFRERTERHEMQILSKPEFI
An asterisk follows results filed as active; [ ] = another dose, or the depositor's remark. Unless noted, the call rests on the fitted dose curve; in most records, active means well fitted curve in the direction sought with a large enough effect; inconclusive means small, poorly fitted or top-dose-only effect, or another doubt; inactive means no such curve, though single readings can be large; an effect the other way counts as inactive or inconclusive. Potency means the concentration at half of the fitted maximal effect. Only part of the results is shown. The share of hits here may be higher or lower than overall.

How did COc1ccc(N2C(=O)C3C(C2=O)C3(c2ccccc2)c2ccccc2)cc1 (stereo unspecified) do in these assays?
GAA glycogen mod: -1.6%; aGal spleen mod: -0.3%; GAA spleen mod: -4.3%; Epigenetic reg: -1.4%; Tau fluor cs: -20.3%; NPSR antagonist: 14.1%[7.67 µM]

What do the screens show for `COc1ccc(C(=O)n2nc(C)cc2Nc2ccccc2)cc1`?
ALDH1A1 block: -3.6%; GAA glycogen mod: -10.7%; aGal spleen mod: -0.5%; GAA spleen mod: 1.1%; Epigenetic reg: 0.8%; Tau fluor cs: inconclusive; GAA inh: -1.5%; NPSR antagonist: -20.4%[46.1 µM]

What do the screens show for `CCCC1O[C@@H]2C[C@H]3[C@@H]4CCC5=CC(=O)C=C[C@]5(C)[C@H]4[C@@H](O)C[C@]3(C)[C@]2(C(=O)CO)O1` (stereo partly specified)?
ALDH1A1 block: 3.6%; GAA glycogen mod: -9.7%; aGal spleen mod: -5.9%; GAA spleen mod: -10.0%; Epigenetic reg: 3.8%; Tau fluor cs: -19.3%; GAA inh: -8.2%[15.4 µM]; NPSR antagonist: -22.7%

How did CCOC(=O)N1CCN(C(=O)c2ccc(Cn3c(=S)[nH]c4cc(OCC)c(OCC)cc4c3=O)cc2)CC1 do in these assays?
ALDH1A1 block: 1.6%; GAA glycogen mod: -0.8%; aGal spleen mod: -1.3%; GAA spleen mod: 2.5%; Epigenetic reg: 13.0%; Tau fluor cs: -12.3%; GAA inh: -8.2%; NPSR antagonist: -19.6%

How did COc1cccc(C2CC(c3cccs3)=NN2C(=O)CSc2nc3ccccc3s2)c1OC (stereo unspecified) do in these assays?
ALDH1A1 block: inconclusive; GAA glycogen mod: 14.3%; aGal spleen mod: -7.1%; GAA spleen mod: -11.8%; Epigenetic reg: 0.0%; Tau fluor cs: -10.8%; GAA inh: -19.5%; NPSR antagonist: -24.8%

Results for COc1ccc(-n2cccc2/C=C2\C(=N)N3N=C(C(C)C)SC3=NC2=O)cc1 ?
ALDH1A1 block: inconclusive; GAA glycogen mod: -21.2%; aGal spleen mod: -3.3%; Epigenetic reg: -0.1%; Tau fluor cs: -2.9%; GAA inh: inconclusive; NPSR antagonist: -44.5%

How did COc1ccc(Oc2cnc3ccccc3n2)cc1 do in these assays?
ALDH1A1 block: 2.0%; GAA glycogen mod: 3.0%; aGal spleen mod: -14.8%; GAA spleen mod: -4.6%; Epigenetic reg: -2.7%; Tau fluor cs: -1.6%; GAA inh: -4.2%; NPSR antagonist: inconclusive

What do the screens show for `COc1ccc(NC(=O)c2ccc(CNc3c(NC4CCCCC4)c(=O)c3=O)cc2)c(OC)c1`?
ALDH1A1 block: 7.8%; GAA glycogen mod: 18.8%; aGal spleen mod: 9.7%; GAA spleen mod: 8.2%; Epigenetic reg: 4.9%; Tau fluor cs: -27.2%; GAA inh: -1.8%; NPSR antagonist: -14.5%[46.1 µM]

What do the screens show for `O=C(CSc1nc2ccccc2[nH]1)NCCN1CCCCC1`?
ALDH1A1 block: -0.9%; GAA glycogen mod: -0.9%; aGal spleen mod: 11.2%; GAA spleen mod: -8.5%; Epigenetic reg: -1.3%; Tau fluor cs: 4.1%; GAA inh: -8.7%; NPSR antagonist: 4.3%[46.1 µM]

What do the screens show for `COc1ccc(CC(=O)OCc2nnc(-c3ccccc3)o2)cc1`?
ALDH1A1 block: 4.9%; GAA glycogen mod: 2.7%; aGal spleen mod: 2.8%; GAA spleen mod: -2.3%; Epigenetic reg: -3.5%; Tau fluor cs: -2.1%; GAA inh: -6.3%; NPSR antagonist: 18.1%

What do the screens show for `CCOc1ccc(CCNC(=O)C2CCCN(c3nn4c(=O)cc(C)nc4s3)C2)cc1` (stereo unspecified)?
ALDH1A1 block: inconclusive; GAA glycogen mod: 2.8%; aGal spleen mod: -8.4%; GAA spleen mod: -21.5%; Epigenetic reg: 0.0%; Tau fluor cs: 9.0%; GAA inh: -10.1%; NPSR antagonist: -11.1%[46.1 µM]

Results for OCCCc1nc2n(n1)C(c1ccccc1)C=C(c1ccc(F)cc1)N2 (stereo unspecified) ?
ALDH1A1 block: -2.1%; GAA glycogen mod: 0.7%; aGal spleen mod: -2.4%; GAA spleen mod: -2.3%; Epigenetic reg: -0.8%; Tau fluor cs: -2.5%; GAA inh: -4.4%; NPSR antagonist: 12.5%[46.1 µM]

How did O=C(COC(=O)c1cc(S(=O)(=O)NCc2ccccc2)ccc1O)NCc1ccccc1 do in these assays?
ALDH1A1 block: inconclusive; GAA glycogen mod: 10.3%; aGal spleen mod: -5.9%; GAA spleen mod: -5.2%; Epigenetic reg: 4.0%; Tau fluor cs: -12.9%; GAA inh: 8.1%; NPSR antagonist: -1.3%[46.1 µM]

How did COC(=O)c1ccccc1NC(=O)/C=C/c1cc(OC)c(OC)c(OC)c1 do in these assays?
ALDH1A1 block: inconclusive; GAA glycogen mod: -10.1%; aGal spleen mod: 10.6%; GAA spleen mod: 1.8%; Epigenetic reg: -0.8%; Tau fluor cs: -6.3%; GAA inh: inconclusive; NPSR antagonist: inconclusive

What do the screens show for `CC1(C)C2CC=C(/C=N/NC(=O)c3ccc(Cl)cc3)C1C2` (stereo unspecified)?
ALDH1A1 block: 4.1%; GAA glycogen mod: 9.4%; aGal spleen mod: -4.1%; GAA spleen mod: -4.2%; Epigenetic reg: 0.0%; Tau fluor cs: -11.4%; GAA inh: 1.4%; NPSR antagonist: -26.8%

Results for COC(C)(C)[C@]12CC(O)(C(C)C)ON1[C@H]1CCCCC1N2O (stereo partly specified) ?
ALDH1A1 block: -7.0%; GAA glycogen mod: inconclusive; aGal spleen mod: 5.7%; GAA spleen mod: -11.5%; Epigenetic reg: -1.0%; Tau fluor cs: -7.9%; GAA inh: 1.0%; NPSR antagonist: -12.6%[46.1 µM]

Results for Clc1cccc(-c2nnc(SCc3nc4ccccc4[nH]3)n2Cc2ccco2)c1 ?
ALDH1A1 block: -3.0%; GAA glycogen mod: -7.2%; aGal spleen mod: 2.7%; GAA spleen mod: -8.3%; Epigenetic reg: -0.7%; Tau fluor cs: -15.8%; GAA inh: -13.0%; NPSR antagonist: -11.5%[46.1 µM]

Results for CCC(C)(NC(=O)c1ccccn1)C(=O)NC1CCCC1 (stereo unspecified) ?
ALDH1A1 block: 9.5%; GAA glycogen mod: -4.8%; aGal spleen mod: -11.6%; GAA spleen mod: 0.6%; Epigenetic reg: 2.2%; Tau fluor cs: -10.4%; GAA inh: -7.1%; NPSR antagonist: 13.5%

Results for O=C1OCC(CO)(CO)N=C1NNc1ccccc1[N+](=O)[O-] ?
GAA glycogen mod: inconclusive; aGal spleen mod: -4.1%; GAA spleen mod: -14.9%; Epigenetic reg: -1.4%; Tau fluor cs: -12.0%; NPSR antagonist: 2.7%[7.67 µM]

What do the screens show for `Cc1nn2c([nH]c(=O)c3ccccc32)c1C=O`?
ALDH1A1 block: -0.5%; GAA glycogen mod: 5.0%; aGal spleen mod: 1.3%; GAA spleen mod: 1.0%; Epigenetic reg: -2.1%; Tau fluor cs: 9.2%; GAA inh: 4.1%; NPSR antagonist: -9.4%[46.1 µM]

How did O=C(NCCc1ccccn1)c1cc(-c2cccc3ccccc23)nc2ccccc12 do in these assays?
ALDH1A1 block: 1.2%; GAA glycogen mod: -2.0%; aGal spleen mod: -0.3%; GAA spleen mod: 0.9%; Epigenetic reg: -1.0%; Tau fluor cs: -8.9%; GAA inh: 4.8%; NPSR antagonist: -4.2%

Results for COc1ccc2oc(C(=O)OCC(=O)c3ccc4c(c3)OCCO4)c(C)c2c1 ?
ALDH1A1 block: inconclusive; GAA glycogen mod: -8.0%; aGal spleen mod: 3.5%; GAA spleen mod: -0.1%; Epigenetic reg: 0.2%; Tau fluor cs: -27.6%; GAA inh: -8.6%; NPSR antagonist: -18.5%[46.1 µM]

Results for O=C(CCc1ccccc1)Nc1cc(Cl)ccc1O ?
ALDH1A1 block: -0.2%; GAA glycogen mod: -19.5%; aGal spleen mod: -19.0%; GAA spleen mod: -15.4%; Epigenetic reg: -0.8%; Tau fluor cs: -28.1%; GAA inh: 0.3%; NPSR antagonist: -5.3%[46.1 µM]

How did CC(O)[C@H]1CNC(=O)C(=O)N1CCc1cc(C(F)(F)F)cc(C(F)(F)F)c1 (stereo partly specified) do in these assays?
GAA glycogen mod: 4.7%; aGal spleen mod: 4.4%; GAA spleen mod: 0.8%; Epigenetic reg: -1.1%; Tau fluor cs: 4.1%; NPSR antagonist: 15.9%

Results for COc1ccc(CNC(=O)C/C(C)=N/NC(=O)Cc2ccc(OC)c(OC)c2)cc1 ?
ALDH1A1 block: -10.7%; GAA glycogen mod: 0.6%; aGal spleen mod: -13.1%; GAA spleen mod: -9.1%; Epigenetic reg: -0.9%; Tau fluor cs: -8.6%; GAA inh: -0.4%; NPSR antagonist: 13.2%

Results for Cc1cccc(S(=O)(=O)c2c(N)n(/N=C/c3cccnc3)c3nc4ccccc4nc23)c1 ?
ALDH1A1 block: 16.5%; GAA glycogen mod: -6.8%; aGal spleen mod: 4.3%; GAA spleen mod: -5.8%; Epigenetic reg: 3.4%; Tau fluor cs: -27.8%; GAA inh: -10.3%; NPSR antagonist: inconclusive

How did O=C(COc1ccccc1[N+](=O)[O-])N/N=C/c1ccc[nH]1 do in these assays?
GAA glycogen mod: 9.6%; aGal spleen mod: 0.6%; GAA spleen mod: -0.6%; Epigenetic reg: 1.1%; Tau fluor cs: inconclusive; NPSR antagonist: 18.4%

Results for O=C(Nc1ccccc1C(=O)Nc1ccc2c(c1)OCO2)c1ccco1 ?
ALDH1A1 block: -2.3%; GAA glycogen mod: -4.9%; aGal spleen mod: -2.9%; GAA spleen mod: -23.4%; Epigenetic reg: -1.9%; Tau fluor cs: inconclusive; GAA inh: 5.9%; NPSR antagonist: -10.6%[46.1 µM]

How did CC(C)NC(=O)COC(=O)c1ccccc1C(=O)c1ccccc1 do in these assays?
ALDH1A1 block: -9.3%; GAA glycogen mod: 2.2%; aGal spleen mod: -3.4%; GAA spleen mod: -0.5%; Epigenetic reg: 4.3%; Tau fluor cs: 5.0%; GAA inh: -3.7%; NPSR antagonist: -1.7%
